# Bcl-W Bim block – inhibitors of Bim-Bcl-W interaction, human; Q92843; bead-based flow cytometry, Bim peptide-Bcl-W binding; inhibition, % at 10 µM; actives 0.02% (n = 190,000);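 also: 0% = bound tracer without compound and 100% = peptide blocker; higher means less fluorescent Bim peptide bound to Bcl-W beads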
# GSH bead fluor – GSH bead compound fluorescence profile. AID 1776. fluorescence (KMESF) at 10 µM. actives 0.25% (n = 190,000). GSH beads flow cytometry, compound fluorescence 488/530 nm; active compounds read high; in the data active = fluorescence above about 89;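 also: glutathione beads carrying GST-tagged Bcl family fusion proteins plus one bare bead set; values are compound well signal with DMSO vehicle wells as background; inactives centre near 16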
# ABCG2 inh – blocks JC-1 efflux by human ABCG2 transporter; Q9UNQ0; IgMXP3 cells, flow cytometry; inhibition, % at 6.6 µM; actives 0.1% (n = 190,000); AID 1325;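 active = inhibition above 80%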;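 also: 0% = DMSO and 100% = nicardipine control wells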
#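 Test system: IgMXP3 (ABCG2) plus far-red-tagged CCRF-Adr (ABCB1) cells / Amount: 3 million cells/mL in well / Reagent: JC-1 transporter substrate / Timing: 10 min compound exposure, 25 °C / Signal: flow cytometry, 530 nm JC-1 signal / Read-out: percent efflux inhibition, scaled nicardipine 100% to DMSO 0% / Benchmarks: nicardipine as high control, DMSO as low control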
# Bim-Bcl-B – inhibitors of Bim-Bcl-B interaction, human; AID 951; Q9HD36; inhibition, % at 10 µM; bead-based flow cytometry, Bim peptide-Bcl-B binding; actives 0.073% (n = 190,000);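 also: 0% = tracer peptide without compound and 100% = reference inhibitor peptide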
# Bim-Bfl-1 – human Bim-Bfl-1 interaction inhibition. Q16548. Bead-based flow cytometry, Bim-Bfl-1 binding inhibition. inhibition, % at 10 µM. actives 0.12% (n = 190,000). AID 1008;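 also: 0% = wells without compound plus tracer and 100% = blocker peptide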
# RGS4-Gao reg – modulates binding of RGS4 to human Galphao. P09471. Multiplexed bead flow cytometry; actives lie on both sides. binding response (% of control), % at 10 µM. actives 0.33% (n = 220,000). AID 1415; in the data active = binding response below about 49% or above about 150%; inactive = in between;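 also: fluorescent Galphao activated with aluminum fluoride binding bead-coupled RGS4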
# Target sequence (P09471 whole entry, looked up): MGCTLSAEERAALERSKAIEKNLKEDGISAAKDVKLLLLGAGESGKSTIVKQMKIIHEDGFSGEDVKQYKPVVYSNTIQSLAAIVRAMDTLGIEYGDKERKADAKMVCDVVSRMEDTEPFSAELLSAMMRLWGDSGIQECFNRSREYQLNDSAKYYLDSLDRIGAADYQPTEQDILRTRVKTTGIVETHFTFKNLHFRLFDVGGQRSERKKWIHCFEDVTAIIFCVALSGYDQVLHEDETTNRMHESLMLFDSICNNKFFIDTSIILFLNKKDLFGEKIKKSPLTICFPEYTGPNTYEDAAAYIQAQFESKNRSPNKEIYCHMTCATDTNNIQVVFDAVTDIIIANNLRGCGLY
# Avidin fluor – compound fluoresces at 488/530 nm on avidin beads | fluorescence (KMESF) at 10 µM | actives 0.38% (n = 220,000) | compound fluorescence 488/530 nm, flow cytometry; active compounds read high | AID 1775; in the data active = fluorescence above about 47; also: inactives centre near 10
# ABCB1 block – human ABCB1 inhibition, ABCG2 as counter-screen. P08183. CCRF-Adr cells, JC-1 efflux, flow cytometry. inhibition, % at 6.6 µM. actives 0.067% (n = 190,000). AID 1326; in the data active = inhibition above about 40%;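 also: 0% = vehicle and 100% = reference inhibitor; higher value means more JC-1 retained so stronger ABCB1 efflux block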
# Bcl-2 Bim block – human Bim-Bcl-2 interaction inhibition. P10415. Bead-based flow cytometry, Bim peptide-Bcl-2 binding. inhibition, % at 10 µM. actives 0.06% (n = 190,000). AID 950; in the data active = inhibition above about 40%;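 also: 0% = no compound wells with probe peptide and 100% = reference peptide inhibitor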
# Target sequence (P10415 whole entry, looked up): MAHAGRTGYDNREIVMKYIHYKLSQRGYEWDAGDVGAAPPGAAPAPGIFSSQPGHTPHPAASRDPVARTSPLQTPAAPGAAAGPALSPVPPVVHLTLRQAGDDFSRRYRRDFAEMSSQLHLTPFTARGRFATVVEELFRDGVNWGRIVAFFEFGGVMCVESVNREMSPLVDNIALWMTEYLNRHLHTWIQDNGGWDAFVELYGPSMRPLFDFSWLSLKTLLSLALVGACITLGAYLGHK
# Bcl-XL Bim block – inhibitors of Bim-Bcl-XL interaction, human; Q07817; Bim peptide-Bcl-XL binding, bead flow cytometry, fluorescence; inhibition, % at 10 µM; actives 0.04% (n = 190,000)
# Target sequence (Q07817 whole entry, looked up): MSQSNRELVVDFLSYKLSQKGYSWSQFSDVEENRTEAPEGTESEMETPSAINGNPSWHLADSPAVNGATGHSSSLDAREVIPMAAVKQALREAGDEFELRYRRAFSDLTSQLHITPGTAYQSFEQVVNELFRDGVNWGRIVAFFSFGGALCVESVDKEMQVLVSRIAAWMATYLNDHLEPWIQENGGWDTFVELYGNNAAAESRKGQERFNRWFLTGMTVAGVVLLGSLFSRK
# RGS7-Gao reg – regulators of human RGS7-Galphao interaction. P09471. Multiplexed bead flow cytometry, RGS7-Galphao binding; actives lie on both sides. binding response (% of control), % at 10 µM. actives 0.35% (n = 220,000). AID 1439; in the data active = binding response below about 49% or above about 150%;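 also: fluorescent Galphao held in activated GDP-AlF4 state binding bead-coupled RGS7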
# * marks the source's active call; other numbers are inactive results; . = not tested or not shown. Rule as the data show it, unless noted: active = inhibition above about 40%.
SMILES,Bcl-W Bim block,GSH bead fluor,ABCG2 inh,Bim-Bcl-B,Bim-Bfl-1,RGS4-Gao reg,Avidin fluor,ABCB1 block,Bcl-2 Bim block,Bcl-XL Bim block,RGS7-Gao reg
CN(Cc1cnn(C)c1)Cc1nc(-c2ccc(Cl)cc2)no1,0,11,0,-5,-6,102,2,-0.1,1,0,103
COc1ccc(C2C(C(=O)N3CCCC3)CC(=O)N2c2ccc(OC)cc2)cc1 (stereo not given),-2,10,1,-1,-1,102,9,0.1,-3,-4,103
CCOC(=O)c1sc(Nc2ccc(OCC)cc2)nc1C,0,11,1,-2,-3,100,12,0.1,-2,0,103
O=C(O)CCC(NC(=O)C(Cc1ccc2c(c1)OCO2)NC(=O)c1ccccc1)C(=O)O (stereo not given),0,5,0,-4,-10,104,8,0.0,-2,-3,101
Cc1cc(C)cc(-n2nnc(C(=O)NCc3ccco3)c2N)c1,-2,14,0,-8,-4,102,26,0.0,-5,-3,105
CCN(CC)CCNC(=O)c1cn(C)c2ccc(S(=O)(=O)N(C)C3CCCCC3)cc2c1=O,1,21,0,-4,-6,101,8,0.2,0,0,103
CC(Sc1nnc(COc2ccc([N+](=O)[O-])cc2)n1-c1ccccc1)C(=O)O (stereo not given),13,9,-3,-2,7,103,7,-0.9,0,5,106
COc1cccc(-c2nnc(-c3ccc(C(F)(F)F)cc3)o2)c1,-3,15,9,-5,-3,107,7,0.5,-2,-3,98
CCC(Sc1ccc2nnc(-c3ccc(F)cc3)n2n1)C(=O)OC (stereo not given),1,12,1,0,-1,98,32,0.1,-3,-1,99
CCOCCCn1c(=NC(=O)c2ccc(OC)c(OC)c2)c(C#N)cc2c(=O)n3cccc(C)c3nc21,3,10,1,0,2,90,15,1.2,0,3,96
O=C(COc1ccccc1)N1CCN(S(=O)(=O)Cc2ccccc2)CC1,-1,35,2,-7,-9,99,11,0.8,-7,-3,97
Cc1ccc(NC(=O)/C(C#N)=C/c2ccc(C)s2)c(C)c1,0,16,2,-9,-10,99,11,1.2,-10,-4,98
COC(=O)C1C(=O)c2c([nH]c(C(=O)OCCSC)c2C)CC1C (stereo not given),1,21,-1,-2,-9,109,7,-2.3,-1,-1,110
CCN(c1cccc(C)c1)C(C(=O)Nc1ccc(OC)cc1)c1cc2c(cc1[N+](=O)[O-])OCO2 (stereo not given),-1,8,3,-4,0,95,13,9.3,0,-3,95
COCCNC(=O)COC(=O)c1nsc(Cl)c1Cl,-2,15,-3,-8,-10,98,10,-0.2,-10,-6,103
Cc1ccc(C(=O)Nc2ccccc2SCC2CSc3nc4ccccc4c(=O)n32)cc1 (stereo not given),2,29,11,2,0,99,10,0.7,2,4,100
O=C(NC1CCCc2ccccc21)c1ccccc1 (stereo not given),0,20,5,-1,-2,106,5,1.0,-1,-2,106
Cn1c(SCC(=O)N2CCc3ccccc32)nnc1C1CC1,-2,6,2,0,-3,96,13,0.7,-1,-2,98
CN(Cc1cc2ccccc2[nH]c1=O)S(C)(=O)=O,-10,18,0,0,-1,104,28,0.0,-4,-10,104
O=c1c2ccccc2nc(SCc2ccc([N+](=O)[O-])cc2)n1CCCO,-6,18,9,-11,-9,100,12,2.7,-7,-8,98
O=C(c1cccnc1)N1c2ccccc2Sc2ccccc21,-1,24,2,-2,-2,101,9,0.6,0,0,101
Cc1ccc(S(=O)(=O)N(C)C)cc1NC(=O)COC(=O)C1COc2ccccc2O1 (stereo not given),-1,11,2,-1,-3,97,20,0.4,-2,0,97
COCCNC(=S)N/N=C(\C)c1ccc(O)cc1,-3,11,36,-10,-2,105,13,1.7,-1,-7,101
CCc1nnc(NC(=O)CSc2nnc(CNc3ccc(C)cc3)n2C)s1,0,13,1,-4,-6,101,11,0.2,-5,-2,101
Clc1cccc(-c2ccc(CNCCCN3CCOCC3)o2)c1,-1,9,2,-1,-6,97,2,0.9,0,-3,97
O=C(CCC1CCCN(Cc2cccc3c2OCO3)C1)NCc1ccc(F)c(F)c1 (stereo not given),1,13,4,0,-6,101,11,1.3,1,-1,99
Cc1nnc(SCC(=O)N2CCCCC2)s1,-1,25,13,-12,-19,102,33,1.1,-13,-5,98
CCC(CC)C(=O)NCCc1cc2ccc(C)cc2[nH]c1=O,0,19,-1,-5,-6,104,8,-1.9,-5,0,105
Cc1ccc(OCCN2C(=O)c3ccccc3C2=O)c([N+](=O)[O-])c1,-2,7,33,-1,-2,102,4,2.5,-2,-2,101
Cc1scc(C(=O)N/N=C/c2ccco2)c1C,-3,12,16,-3,-2,102,24,1.2,-4,-4,105
Cc1ccc(SCc2noc(C(=O)NC(C)C)c2C(=O)O)cc1C,-1,37,4,-9,-16,97,10,1.1,-9,1,99
O=C(NCCc1ccccc1)C1CCN(c2ncccn2)CC1,-2,13,5,-3,-7,90,8,1.2,2,0,89
O=C(Nc1nccs1)NC1CCCCC1,0,14,1,-3,-1,100,35,0.1,-2,-1,100
CC(C)=CCc1c(C)nc2ccccc2c1C(=O)O,0,10,7,-6,-8,107,29,0.6,-1,0,95
O=c1c(-c2ccc3c(c2)OCCO3)coc2c(CN3CCOCC3)c(O)ccc12,1,19,1,-4,-11,99,5,0.1,-1,-1,100
CCOC(=O)Nc1ccc(C)cc1C,-3,10,2,-1,-1,99,14,0.5,-4,-6,103
COc1ccc(/C=C2\C(=O)NCC(=O)N2Cc2ccccc2)cc1,0,19,4,-2,0,95,11,0.5,3,-3,97
CNC(=O)Cn1c(=O)n(C)c2ccccc21,-1,12,-3,-7,-13,100,17,3.3,-12,-6,110
COc1ccc(-n2c(SC)nc(O)cc2=O)cc1,0,70,3,-4,-6,101,8,1.0,-2,-4,102
COc1cc(NS(=O)(=O)c2ccc(NC(=O)CSC3=NCCS3)cc2)nc(OC)n1,-1,57,3,-1,-7,97,7,-0.3,-4,-2,96
C=CCn1c(=O)c2ccccc2n2c(SCc3nc4ccccc4s3)nnc12,0,.,0,-10,-8,103,4,-0.1,-6,0,102
NC(=O)CSc1nnc(-c2ccco2)n1N,8,38,3,-5,-5,.,.,0.1,-4,2,.
O=C(Nc1nnc(C2=COCCO2)o1)c1ccc(Cl)cc1,0,11,6,-2,0,102,8,-0.7,-1,-2,104
CCOc1ccccc1/C=N\Nc1cnn(Cc2ccccc2)c(=O)c1Cl,-1,12,3,-2,-3,103,9,0.2,-2,-1,102
Cc1cc(C(=O)O)ccc1N/C=C1\CCCC(C)C1=O (stereo not given),3,11,1,-3,-3,99,7,-0.1,-6,0,103
Cc1ccc(-c2csc(NC(=O)COc3ccc(N(C)S(=O)(=O)c4ccc(C)cc4)cc3)n2)cc1,-5,15,0,-11,-10,100,18,0.1,-9,-10,99
CCOC(=O)c1cccc(S(=O)(=O)N(CCO)Cc2cc3cc(OC)c(OC)cc3[nH]c2=O)c1,3,14,6,-8,-13,102,9,0.5,-15,-4,100
NCCCCC(NC(=O)C1CCCN1C(=O)C1CSSCC(N)C(=O)NC(Cc2ccc(O)cc2)C(=O)NC(Cc2ccccc2)C(=O)NC(CCC(N)=O)C(=O)NC(CC(N)=O)C(=O)N1)C(=O)NCC(N)=O (stereo not given),-4,18,0,-6,-4,104,6,0.4,-2,-5,104
O=C(CCc1ccccc1)Nc1ccccc1[N+](=O)[O-],-5,20,0,-8,-18,99,7,0.0,-5,-8,98
Cc1ccc(SCCC(=O)NC(C(C)C)C(C)C)cc1,0,4,30,-2,1,105,14,1.7,1,0,102
Cc1cc(C)c(C#N)c(=N)o1,3,14,-1,-28,37,78,21,-0.2,2,-4,118
CN(CCNC(=O)Cn1c(=O)sc2ccccc21)Cc1ccccc1,1,19,-4,-3,-11,105,9,-2.1,-7,-6,102
Cc1cc(N2CCN(c3ccccc3)CC2)nc(-c2ccccc2)n1,1,12,1,0,0,103,6,0.1,-3,-1,99
Cc1cc(SCC(=O)c2cccs2)nc2ccccc12,-7,14,2,-11,-3,99,15,-0.1,-5,-8,98
O=C(c1ccco1)n1nc(-c2ccccc2)nc1NCc1ccco1,0,36,41,-10,-20,97,15,-0.7,-15,-5,97
O=c1c(O[C@@H]2O[C@H](CO)[C@H](O)[C@H](O)[C@H]2O)c(-c2ccc(O)c(O)c2)oc2cc(O)cc(O)c12,2,67,-1,-2,1,87,8,.,0,-3,73
C=CC(=O)Nc1ccc(Br)cc1,-1,24,5,-9,-12,98,33,0.9,-8,0,98

# Reformatted with values under each structure: entries from further up.
# Order of values: Bcl-W Bim block, GSH bead fluor, ABCG2 inh, Bim-Bcl-B, Bim-Bfl-1, RGS4-Gao reg, Avidin fluor, ABCB1 block, Bcl-2 Bim block, Bcl-XL Bim block, RGS7-Gao reg
CCOC(=O)c1sc(Nc2ccc(OCC)cc2)nc1C
→ 0, 11, 1, -2, -3, 100, 12, 0.1, -2, 0, 103
O=C(O)CCC(NC(=O)C(Cc1ccc2c(c1)OCO2)NC(=O)c1ccccc1)C(=O)O (stereo not given)
→ 0, 5, 0, -4, -10, 104, 8, 0.0, -2, -3, 101
Cc1cc(C)cc(-n2nnc(C(=O)NCc3ccco3)c2N)c1
→ -2, 14, 0, -8, -4, 102, 26, 0.0, -5, -3, 105
CCN(CC)CCNC(=O)c1cn(C)c2ccc(S(=O)(=O)N(C)C3CCCCC3)cc2c1=O
→ 1, 21, 0, -4, -6, 101, 8, 0.2, 0, 0, 103
CC(Sc1nnc(COc2ccc([N+](=O)[O-])cc2)n1-c1ccccc1)C(=O)O (stereo not given)
→ 13, 9, -3, -2, 7, 103, 7, -0.9, 0, 5, 106
COc1cccc(-c2nnc(-c3ccc(C(F)(F)F)cc3)o2)c1
→ -3, 15, 9, -5, -3, 107, 7, 0.5, -2, -3, 98
CCC(Sc1ccc2nnc(-c3ccc(F)cc3)n2n1)C(=O)OC (stereo not given)
→ 1, 12, 1, 0, -1, 98, 32, 0.1, -3, -1, 99
CCOCCCn1c(=NC(=O)c2ccc(OC)c(OC)c2)c(C#N)cc2c(=O)n3cccc(C)c3nc21
→ 3, 10, 1, 0, 2, 90, 15, 1.2, 0, 3, 96
O=C(COc1ccccc1)N1CCN(S(=O)(=O)Cc2ccccc2)CC1
→ -1, 35, 2, -7, -9, 99, 11, 0.8, -7, -3, 97
Cc1ccc(NC(=O)/C(C#N)=C/c2ccc(C)s2)c(C)c1
→ 0, 16, 2, -9, -10, 99, 11, 1.2, -10, -4, 98
COC(=O)C1C(=O)c2c([nH]c(C(=O)OCCSC)c2C)CC1C (stereo not given)
→ 1, 21, -1, -2, -9, 109, 7, -2.3, -1, -1, 110

# Bioassay records: PubChem BioAssay, NMMLSC
